Screening results: PubChem BioAssay, National Center for Advancing Translational Sciences (NCATS)
Abeta rescue: restores growth of yeast expressing A-beta42 peptide. yeast expressing A-beta42, growth rescue, OD600, 48 h; response scale: 0% DMSO, 100% iron-clioquinol control. Potency, µM (highest dose often 46.1 µM), without a hit: top-dose growth rescue, hits mostly activators. hit rate 0.063% among 410,000; also: potency is read from the fitted curve at half-maximal effect; nearly all actives have a fitted effect of over 55% in size
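Yeast A-beta toxicity model in growth medium with pinned compounds, 48 h at 30 C; growth read as absorbance at 600 nm. Normalized to FeCl3/clioquinol equimolar mix (positive) and DMSO (negative).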
PI5P4K alpha inh: PI5P4K alpha (human) kinase inhibition; hit rate 1.2% among 330,000; max response, %; PI5P4Kalpha enzyme, ADP-Glo luminescence, 60 min; hits give low values; AID 652105; active = max response of -50% or lower; inconclusive = between -30% and -50%; inactive = -30% or higher; also: value at the top dose of about 77 µM; % is scaled to controls: 0 for no effect and ±100 for the full control effect
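ADP-Glo luminescence end-point after a 60 min room-temperature kinase reaction. PI5P4Kalpha and substrate in HEPES pH 7.4 buffer with EGTA, 0.1% CHAPS and 5% DMSO; ATP at 5 microM final.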
WRN helicase inh: inhibitors of human WRN helicase; Potency, µM (top dose mostly 114 µM), without a hit: top-dose activity change, negative = inhibition, usual class: inhibitors; WRN helicase unwinding, fluorescent forked duplex, kinetic; hit rate 0.46% among 360,000; also: potency is read from the fitted curve at half-maximal effect; % is scaled to controls: 0 for no effect and ±100 for the full control effect; nearly all actives have a fitted effect of over 55% in size
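Kinetic red-fluorescence monitoring (525/598 nm) tracks WRN helicase activity after 100 nM fluorophore-quencher forked duplex and 2 mM ATP are added to 20 nM enzyme pretreated 15 min at room temperature with compound.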
EPAC1 agonist: activates human EPAC1 exchange factor; O95398; EPAC1 agonist qHTS, biochemical assay; response scale: 100% = response to 6.5 mM cAMP; Potency, µM (titrated, usually from 154 µM), for inactives: top-dose activation, actives largely listed as activators; hit rate 0.073% among 360,000; also: potency is read from the fitted curve at half-maximal effect; nearly all actives have a fitted effect of over 60% in size
Target sequence (O95398 whole entry, looked up): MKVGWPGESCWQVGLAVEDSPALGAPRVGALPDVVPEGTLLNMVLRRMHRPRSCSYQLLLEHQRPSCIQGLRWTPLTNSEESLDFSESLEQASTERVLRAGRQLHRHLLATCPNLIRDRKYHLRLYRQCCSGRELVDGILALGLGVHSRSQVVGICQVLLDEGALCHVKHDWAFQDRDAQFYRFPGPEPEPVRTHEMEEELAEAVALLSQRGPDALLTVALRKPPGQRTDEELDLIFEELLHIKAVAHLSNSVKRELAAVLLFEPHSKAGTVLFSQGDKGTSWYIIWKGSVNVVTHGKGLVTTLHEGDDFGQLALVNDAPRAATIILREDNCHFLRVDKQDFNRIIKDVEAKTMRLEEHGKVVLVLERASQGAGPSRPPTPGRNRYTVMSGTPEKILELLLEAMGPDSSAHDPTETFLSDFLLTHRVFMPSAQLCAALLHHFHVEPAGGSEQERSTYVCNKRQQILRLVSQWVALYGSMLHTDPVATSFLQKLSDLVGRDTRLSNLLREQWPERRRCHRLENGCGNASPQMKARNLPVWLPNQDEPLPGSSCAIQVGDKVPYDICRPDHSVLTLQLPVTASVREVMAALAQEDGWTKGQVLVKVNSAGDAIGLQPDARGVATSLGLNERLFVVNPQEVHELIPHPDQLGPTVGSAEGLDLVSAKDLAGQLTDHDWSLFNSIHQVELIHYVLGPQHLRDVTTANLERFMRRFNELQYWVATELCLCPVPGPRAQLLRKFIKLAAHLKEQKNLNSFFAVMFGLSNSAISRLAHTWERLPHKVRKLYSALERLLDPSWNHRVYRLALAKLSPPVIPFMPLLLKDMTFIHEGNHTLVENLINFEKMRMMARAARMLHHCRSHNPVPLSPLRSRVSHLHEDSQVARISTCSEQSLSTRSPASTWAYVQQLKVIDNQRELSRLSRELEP
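Nucleotide exchange by EPAC1 (100 nM) on Rap1B–BODIPY-GDP (250 nM) in the presence of 50 uM GDP is tracked fluorescently at 480/540 nm over 30 min. Signals are normalized to a 6.5 mM cAMP control.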
EPAC1 antagonist: antagonists of human EPAC1. EPAC1 GEF assay, Rap1b-BODIPY-GDP exchange fluorescence. hit rate 0.14% among 360,000. AID 720709. Potency, µM (titrated, usually from 115 µM), for inactives: at the highest dose activity change, negative = inhibition, hits mostly inhibitors. O95398;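 also: potency is read from the fitted curve at half-maximal effect; plate controls were vehicle for no effect and positive control for full effect; nearly all actives have a fitted effect of over 50% in size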
PLK1 PBD inh: PLK1 (human) polo-box domain binding inhibition. AID 720504. hit rate 2.8% among 360,000. P53350. Plk1 PBD binding of FITC phosphopeptide, fluorescence polarization. Potency, µM, for inactives: max response, negative = inhibition, most hits filed as inhibitors; also: potency is read from the fitted curve at half-maximal effect; series mostly up to about 57 µM; % is scaled to controls: 0 for no effect and ±100 for the full control effect; nearly all actives have a fitted effect of over 65% in size
aSyn yeast inh: rescues yeast growth from alpha-synuclein toxicity | Yeast expressing alpha-synuclein, growth rescue, BacTiter-Glo, 24 h | hit rate 0.14% among 370,000 | AID 652106 | Potency, µM (doses to about 46.1 µM), for the others: at the top dose growth rescue (activation), actives largely listed as activators; also: potency is read from the fitted curve at half-maximal effect; % of control where 0% means no effect; nearly all actives have a fitted effect of over 65% in size
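Readout is rescue of growth in alpha-synuclein-expressing yeast, so inhibitors of toxicity appear as activators. Growth after 24 hr at 30 deg C in galactose medium is quantified by luminescence.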
FUS yeast rescue: suppressors of FUS proteinopathy in yeast; S. cerevisiae FUS-expressing, growth rescue, OD600, 24 h; Potency, µM (doses to about 76.6 µM), for the others: at the top dose growth rescue (activation), hits mostly activators; hit rate 0.24% among 390,000; AID 1347120;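 also: potency is read from the fitted curve at half-maximal effect; plate controls were DMSO vehicle for no effect and reference control for full effect; nearly all actives have a fitted effect of over 55% in size; some results filed as inactive show a strong effect at the top dose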
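Cultures pregrown in 2.5% raffinose medium are shifted to minimal medium containing 2% galactose to express toxic FUS. Compounds are tested at several concentrations. After 24hr at 30C, growth is quantified at 600 nm absorbance.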
IL-2 act: activates IL-2 in a cell-based reporter assay; IL-2 activation reporter assay, cell-based qHTS; stimulated with anti-CD3/CD4/CD28 beads; in transgenic mouse T cells; activation, % (series mostly up to about 46 µM); hit rate 0.065% among 360,000; AID 652025; in the data active = activation above about 50%; inconclusive = mostly about 30% to 49%; also: 0% is about no effect
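Screening format: compound pinned onto unstimulated transgenic mouse T cells, 60 min incubation, then anti-CD3/anti-CD4/anti-CD28 bead stimulation for 18 hours at 37 degrees C, followed by EGFP and DsRed detection.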
* marks the source's active call; other numbers are inactive results; u = inconclusive; x = no result given; [ ] = another dose, or the depositor's remark. Unless noted, calls follow the shape of the dose curve; as a rule, active = well fitted curve in the direction sought with a large enough effect; inconclusive = small, poorly fitted or top-dose-only effect, or another doubt; inactive = no such curve, though single readings can be large; an effect the other way counts as inactive or inconclusive. Compounds as they come; any-hit rate near 4.1%.

SMILES | Abeta rescue | PI5P4K alpha inh | WRN helicase inh | EPAC1 agonist | EPAC1 antagonist | PLK1 PBD inh | aSyn yeast inh | FUS yeast rescue | IL-2 act
CN(Cc1ccccc1)S(=O)(=O)c1cccc(C(=O)O)c1 | -16% | -2 | 3% | 5% | -13% | -18% | 7% | -12% | -1.9
COc1cccc(CN2CC(C(=O)NCCCCc3ccccn3)CCC2=O)c1 (stereo not given) | 6% | 3 | -14% | -5% | -6% | 1% | 2% | x | -1.3
N#C/C(=C\C=C\c1ccccc1)c1nc(-c2ccc3c(c2)OCO3)cs1 | -9% | 2 | -6% | -7% | 1% | u | 2% | 10% | 95*
C=CCn1c(CC(C)(C)C)nc2ccccc21 | 10% | -25 | -4% | 5% | 2% | u | -2% | 7% | 0.0
COc1ccccc1CC(NC(C)=O)C(=O)NC1CCN(S(=O)(=O)c2ccccc2)CC1 (stereo not given) | -8% | -6 | 10% | 2% | 9% | -11% | 10% | 11% | -0.6
CC(=NNc1nc2ccccc2o1)c1cc2ccccc2cn1 | -81%[inhibitor] | -6 | -8% | 8% | -20% | -6% | -70%[inhibitor] | x | -5.3
CCOC(=O)C1CCCN(S(=O)(=O)c2cc3c4c(c2)CCN4C(=O)CC3)C1 (stereo not given) | 10% | 7 | -11% | -1% | 0% | 9% | 7% | 4% | 1.1
O=C(O)c1ccc(CN2C[C@@H](CO)O[C@@H](n3cnc4c(NCc5ccc(F)cc5)ncnc43)C2)cc1 | 18% | -3 | 4% | -2% | 3% | 0% | -3% | 4% | 0.3
CCC(=O)Nc1nnc(SCCOC)s1 | -5% | -12 | 21%[57.1 µM] | 9% | -2% | -7% | -6% | 24% | -2.8
Cc1ccc(N2CCN(CC(O)COc3cccc4ccccc34)CC2)cc1 (stereo not given) | -2% | -3 | 6% | 3% | -14% | -12% | 1% | 8% | -3.3
O=C(NCC1CCCO1)c1cc2n(n1)C(C(F)(F)F)CC(c1ccc(F)cc1)N2 (stereo not given) | 8% | x | 1% | 2% | -1% | 0% | 0% | 23% | -2.8
O=C(c1ccco1)N1CCN=C1SCc1ccccc1F | 1% | -2 | -1% | -5% | 5% | -1% | -2% | -3% | -2.0
Cc1cc(S(=O)(=O)N2CCCC2)ccc1OCC(=O)NC1CCCC1 | -1% | -17 | 7% | -13% | -44% | -13% | 6% | 15% | -0.5
COc1ccc(/C=N/NS(C)(=O)=O)c(OC)c1 | -3% | 1 | -16%[57.1 µM] | -10% | -6% | -4% | -4% | -1% | 0.6
Clc1ccc(OCc2nn3c(-c4ccccc4)nnc3s2)c(Cl)c1 | 16% | x | -4% | -4% | 15% | u | 5% | 23% | -1.0
CN(C)S(=O)(=O)c1ccc(C(=O)NCc2nnc(SCC(=O)c3ccccc3)o2)cc1 | 9% | 0 | -25% | 1% | -7% | -4% | 1% | x | -3.2
Cc1cc(C)n(CC(C)Nc2nc3nonc3nc2N2CCCCC2)n1 (stereo not given) | -2% | -2 | 0% | 7% | -23% | u | 2% | 3% | -4.4
CNC(=O)C[C@H]1C(=O)N(c2ccc(OC)cc2)C[C@@H]1Cc1ccccc1 | 3% | -2 | -2% | -6% | 4% | -12% | -1% | -26% | 0.7
COC(=O)C1=C(C)N(CCC2=CCCCC2)C(=O)C1 | 6% | 1 | 4% | -3% | 1% | u | 1% | 4% | 1.9
CC(C)(C)Cc1c(-c2ccc(C#N)cc2)nc2c(Cl)cc(C(F)(F)F)cn12 | 2% | 3 | -16% | -4% | u | -23% | -4% | 7% | -1.1
O=C(Cc1c(O)c2ccccc2[nH]c1=O)NC1CCCCCCC1 | 11% | x | -2% | 3% | 6% | -4% | 15% | 9% | -0.8
O=C(NC(NC(=S)Nc1ccccc1C(=O)O)C(Cl)(Cl)Cl)c1ccco1 (stereo not given) | 2% | -21 | -26% | -1% | 0% | 21µM* | -27% | x | -0.1
CCn1c(CC(=O)Nc2ccc(F)cc2)nnc1SCC(=O)NC1=NCCS1 | -2% | -9 | -2% | 2% | 5% | -5% | 1% | 20% | 0.6
C=C(C)C(=O)Nc1nnc(-c2ccccc2C)s1 | -3% | 11 | -9% | 8% | 0% | -8% | 2% | 9% | -0.6
Cc1ncc([N+](=O)[O-])n1Cc1cccc2ccccc12 | 4% | 4 | -1% | 3% | 4% | -7% | 4% | 13% | -2.1
O=C1c2cccc3cccc(c23)C(=O)N1CCN1CCN(C(=S)Nc2ccccc2)CC1 | 2% | 6 | -1% | -6% | 5% | -6% | 1% | x | -0.1
COc1ccc(CN2CCNC(=O)C2CC(=O)NCCN2CCCCC2=O)c(F)c1 (stereo not given) | -7% | 3 | -20% | -7% | -14% | -11% | -3% | 19% | -2.3
OC1CCCN(CC(O)COc2ccc(-c3ccccc3)cc2)C1 (stereo not given) | -10% | 13 | -19% | 9% | 15% | -13% | -5% | 30% | 0.0
O=C(NCCN1CCOCC1)c1ccc(NC(=O)c2ccc(Br)o2)cc1 | 6% | 1 | -2% | -13% | 1% | -1% | -2% | -20% | -0.9
CCc1ccc(CN(C)C(=O)c2cc(COc3cc(C)c(Cl)c(C)c3)on2)nc1 | 5% | 23 | -9% | -1% | 3% | 0% | u | u | -5.0
COC(=O)[C@H](Cc1ccccc1)NC(=O)NCc1ccc(C)cc1 | 10% | -8 | 4% | 1% | -6% | -7% | 2% | 5% | 2.7
Cc1ccc(/C=N/NC(=O)CSc2nc3ccccc3n2C)s1 | -2% | -1 | 1% | -2% | -13% | -14% | -8% | x | 0.0
CCOc1ccccc1C(=O)NCC(=O)N(C)CC(=O)Nc1ccc(N2CCOCC2)cc1 | 2% | -1 | -5% | -3% | -2% | 3% | 1% | -9% | 0.4
CCOc1cc(CNCc2ccncc2)cc(Br)c1OCc1ccc(F)cc1 | -11% | x | 0% | 7% | -16% | 1% | 12% | 15% | -1.7
Cn1nnc2cc(C(=O)Nc3ccccc3F)ccc21 | -4% | -4 | 13% | 8% | 3% | -18% | -5% | -3% | 2.1
Cc1ccc(-c2csc(NC(=O)C3=COCCO3)n2)cc1 | -23% | 0 | -18% | 4% | -26% | 0% | 0% | -4% | -0.3
CCCCN1C(=O)c2cccc3cc(O)cc(c23)C1=O | -1% | 11 | -15% | 0% | -15% | -6% | 5% | 4% | 4.8
O=C(N/N=C/c1ccc(Cl)cc1Cl)c1cccc(N2CCCC2=O)c1 | -3% | 0 | -5% | 5% | -7% | -1% | 1% | -6% | -3.1
Cc1ccc(S(=O)(=O)Oc2ccc(/C=C(/NC(=O)c3ccccc3)C(=O)NC(C)C(=O)O)cc2)cc1 (stereo not given) | 12% | 1 | -3% | 5% | 10% | 2% | 0% | 27% | 0.6
O=C(Nc1nnc(N2CCCCCC2)s1)c1cc(-c2ccc(Br)cc2)on1 | 3% | -13 | 5% | 8% | 3% | -7% | -2% | -37% | -2.1
CCOC(=O)c1nn(-c2ccccc2)c(=O)cc1SC1CCCCC1 | -23% | 2 | -8% | -4% | 2% | -6% | 11% | -1% | 0.3
COC(=O)c1ccc2nc(NC(=O)CCS(=O)(=O)c3ccccc3)sc2c1 | 0% | 1 | -9% | 5% | 1% | -5% | 1% | -8% | -2.2
O=C(CN(C(=O)c1csnn1)c1ccccc1)NCCc1ccccc1 | -9% | -2 | -5%[57.1 µM] | 6% | -17% | 6% | 0% | -27% | -0.1
Cc1ccc(S(=O)(=O)/N=C(/Nc2ccc(F)cc2F)c2ccc(F)cc2)cc1 | 1% | 4 | 1% | -6% | -1% | -8% | -9% | -9% | -2.7
O=C(NCCCO)C(=O)NCc1ccncc1 | -13% | 0 | 6% | -2% | 11% | 1% | -8% | -11% | -0.5
CCOC(=O)C1=C(C)N=C2SCCC(=O)N2[C@@H]1c1cccs1 | 9% | -13 | -5% | 4% | -19% | -9% | -4% | 3% | 0.4
CCCCNCc1cccn1-c1ccccc1 | 1% | -4 | -2% | -2% | 5% | -2% | -6% | -18% | -0.5
Cn1cc(S(=O)(=O)Nc2ccc(Oc3ccccc3)cc2)c(=O)n(C)c1=O | -3% | -4 | -30% | 5% | -2% | -5% | -4% | x | 0.2
CC(NC(=O)c1ccc(CS(C)(=O)=O)cc1)c1ccc(-n2ccnc2)cc1 (stereo not given) | -16% | -2 | -26% | 7% | 0% | 1% | -5% | x | -4.2
CC1(C)CC(N2CCN(c3ccccc3)CC2)=CC(=[N+]2CCCC2)C1 | -18% | x | -13%[57.1 µM] | 2% | 8% | 3% | -7% | 7% | -0.9
The list goes on.
SMILES | Abeta rescue | PI5P4K alpha inh | WRN helicase inh | EPAC1 agonist | EPAC1 antagonist | PLK1 PBD inh | aSyn yeast inh | FUS yeast rescue | IL-2 act
COC(=O)C[C@@H]1CC[C@@H](NS(=O)(=O)c2cccc(OC)c2)[C@@H](CO)O1 | 1% | -4 | 5% | 11% | 6% | -15% | 0% | -10% | -0.4
COc1cccc(/C=C2\SC(=S)N(CCCC(=O)N3CCOCC3)C2=O)c1 | -3% | 2 | -5% | 11% | 7% | -2% | 3% | 2% | -3.3
COc1ccc(/C=N/NC(=O)c2cccnc2)cc1CN1CCOCC1 | 5% | -4 | 2% | 0% | 8% | 1% | 8% | -12% | 0.8
CC1CCN(C(=O)c2ccc(CS(=O)(=O)Cc3ccccc3)cc2)CC1 | 4% | 3 | -9% | 6% | 6% | 1% | 4% | x | -1.2
COc1ccccc1C(=O)Nc1nnc(CCc2ccccc2)s1 | 8% | 4 | -3% | 5% | -18% | -11% | 1% | 17% | -1.4
COc1cc(CNn2cn[nH]c2=S)cc(Br)c1OCc1ccccc1F | 19% | -13 | -2% | -6% | -25% | -7% | 2% | 8% | 1.5
O=C(O)CCCCCCCCCCC1CCC(O)C1O (stereo not given) | 7% | -6 | 0% | 0% | 11% | 1% | u | 3% | -0.1
